Bioassay records deposited in PubChem BioAssay by National Center for Advancing Translational Sciences (NCATS).
KDM5B inh – Primary screen for KDM5B Histone Demethylases FDH-coupled qHTS; Potency, µM (doses to about 57.7 µM), for the others: at the highest dose activity change, negative = inhibition, hits mostly inhibitors; 220,000 compounds, 2.6% hits; KDM5B demethylase, FDH-coupled NADH fluorescence (FDH is formaldehyde dehydrogenase); AID 1347165, 2019; Lysine-specific demethylase 5B (Homo sapiens), Q9UGL1; active = well fitted inhibition curve with a large enough effect; inconclusive = small, poorly fitted or top-dose-only effect; inactive = no such curve, though single readings can be large or run the other way; note: 0% is about no effect; nearly all actives have a fitted effect of over 70% in size
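Coupled FDH/NAD⁺ fluorescence readout. KDM5BΔAP 200 nM final; compound titration, 10 min RT preincubation; substrate mix 12.5 µM H3K4me3, 25 µM 2-OG, 50 µM Fe(II), 100 µM ascorbate, 0.25 mM NAD⁺, 0.25 U/mL FDH; ΔRFU over 30 min.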
* = called active by the depositor; ? = inconclusive; & = joins results of further samples; [ ] = another dose, or the depositor's remark. Potency is the fitted concentration of half-maximal effect. An excerpt, so the mix of outcomes need not match the whole.

SMILES	KDM5B inh
COCC(=O)N1CCN(S(=O)(=O)c2ccccc2)[C@@H](C(=O)OC)C1	-15%[86.2 µM]
CCn1ncc(C(=O)N2CCCCCCNC(=O)CC2)c1C	-18%
Cc1cccc(NS(=O)(=O)c2ccc3oc(=O)ccc3c2)c1C	-9%
CCOC(=O)C1(CC2CCCCO2)CCN(C(=O)Nc2ccc(C(=O)OC)cc2)CC1 (centres undefined)	-2%
O=C(NCc1ccc(CN2CCCC2)cc1)c1cc(S(=O)(=O)N2CCCC2)ccc1Cl	-15%
O=C(CC1=C2CCCCC2NC1=O)NC1CC1 (centres undefined)	-18%
CC(C)(C)NC(=O)CSc1nc(-c2ccc(F)cc2)cc(C(F)(F)F)n1	?
COC(=O)CNC(=O)C1CCc2nnc(CNC(=O)c3cccnc3)n21 (centres undefined)	18%[115 µM]
Cc1cc(C)cc(C(=O)NCCc2noc(C)n2)c1	25%
COc1ccccc1C(=O)NC1CCCc2c1[nH]c1ccccc21 (centres undefined)	?
COc1ccc(CNC(=O)CC[C@H]2CNC(=O)[C@@H]3[C@@H](CCN3Cc3ccc(C)cc3)N2C)cc1	-2%
COc1ccc(C(C(=O)NC(C)(C)C)N(C(=O)Cn2nnc3ccccc32)c2cccc(C(C)=O)c2)cc1O (centres undefined)	2%
Cc1cc(Cl)c(Cl)cc1S(=O)(=O)NCCCO	11%
COc1ccccc1Cn1ccnc1SCC(=O)Nc1ccc(C(C)=O)cc1	15%
CC1CCN(C(=O)c2ccc3c(c2)C(O)CCCCCN3C)CC1 (centres undefined)	?
Cc1ccc(N2CC(NC(=O)/C=C\c3ccc4c(c3)OCO4)CC2=O)cc1 (centres undefined)	?
COc1ccc(Cn2c(C3CCN(C(=O)Cc4ccc(Cl)cc4)CC3)n[nH]c2=O)cc1	10%
COc1cccc(N2CCN(Cc3cc(=O)oc4cc(C)ccc34)CC2)c1	-4%
CC(C)C(=O)N1CCC(Cc2nc(C3CCOCC3)no2)CC1	-19%
CC(Sc1nnc2ccccn12)C(=O)N1CCN(Cc2ccccc2)CC1 (centres undefined)	21%
CCn1c(CN2CCN(CC(=O)N3CCCC3)CC2)nnc1C1CC(N)C1 (centres undefined)	2%
CCOc1cccc(-c2nc(-c3c[nH]c(C(=O)N4CCCC4)c3)cs2)c1	?
Cc1nn(CCC#N)c(C)c1[C@@H]1C=C[C@@H](NC(=O)Nc2ccc(Cl)cc2)C1	-27%[86.2 µM]
CCC(CC)NC(=O)CN(C)CC(=O)Nc1ccc(Cl)c(C(F)(F)F)c1	?
Cc1cccc(-n2c(N)cc(=O)nc2SCC(=O)Nc2ccc(F)cc2)c1C	-19%[11.5 µM]

Further compounds
SMILES	KDM5B inh
O=C(Nc1nccs1)[C@@H]1C[C@@H](c2cccc(C(F)(F)F)c2)N(CC2CCOCC2)C1	?
CN1C(=O)Cc2ccccc2C1C(=O)NCc1ccc(F)cc1Cl (centres undefined)	-10%
COCCN1CCC2(CCC1=O)CCN(S(=O)(=O)c1cc(C)ccc1C)CC2	-8%
O=C(O)CC1c2ccccc2CCN1S(=O)(=O)c1cccs1 (centres undefined)	-9%
CN(CC(=O)NC(N)=O)Cc1ccc(C(F)(F)F)cc1	16%
COc1ccc(CNC(=O)CN2C(=O)CCn3nc(-c4cn(C)c5ccccc45)cc32)cc1	?
CC(=O)Cc1nsc(NC(=O)c2ccc(-c3ccc(Cl)c(Cl)c3)o2)n1	?
O=C(Nc1cc(Cl)cc(Cl)c1)c1ccc(F)c(S(=O)(=O)NC2CCCCC2)c1	?
CN(C)CCNC(=O)c1cccc2c1CCN2C(=O)Nc1ccccc1	-17%
COc1cc(NC(=O)N2CCCC(Cn3c(C4CC4)nc4cccnc43)C2)cc(OC)c1 (centres undefined)	21%
Cn1cccc(C(=O)N2CCC3(CC2)CN(CCOc2ccccc2)C(=O)O3)c1=O	8%
COC(=O)CCS(=O)(=O)c1ccc(C)c(C)c1	10%
CCOC(=O)C1CCCN(C(=O)CCS(=O)(=O)c2cc3c(cc2Cl)NC(=O)CO3)C1 (centres undefined)	-12%
Cc1cccc(-c2nc(SCC(=O)Nc3ccc4c(c3)OCCO4)c(-c3ccccc3)[nH]2)c1	21%
CCN(CC)S(=O)(=O)c1ccc(-c2nc(C#N)c(N(C)Cc3ccccc3)o2)cc1	-190%
O=C1NC2(CCN(C(=O)CCc3cccnc3)CC2)CC1c1ccccc1 (centres undefined)	-10%
Cc1cc(C)c2c(c1)c(C)cc1nnc(SCC(=O)c3ccc(F)cc3)n12	6%
CO[C@@H]1CCOC[C@H]1NC(=O)c1cc(N2CCCCC2)ccc1Cl	1%
COc1cc(/C=C/c2nc3cc(Cl)ccc3o2)cc(OC)c1OC	?
O=C(O)C(c1c[nH]c2cc(Cl)ccc12)N1CCN(c2ccc(F)cc2)CC1 (centres undefined)	-1%
COc1ccc(/C=C/S(=O)(=O)NCCc2ccccc2)c(CNC(=O)OC(C)(C)C)c1	0%
Cc1ccc(C(=O)N2CCC(N3CC4CC(C3)[C@H]3CCCC(=O)N3C4)CC2)s1 (some centres undefined)	?
Cc1ccc(F)cc1CN1CCC2(CCCO2)CCC1=O (centres undefined)	1%
O=C(NCC#Cc1ccccc1)N1CCCCCCC1	11%
COc1ccc(-c2[nH]nc3ncc(C(=O)NCC(C)C)nc23)c(C)c1	-17%[86.2 µM]

Brought forward from above: five compounds, then new ones.
SMILES	KDM5B inh
COc1ccc(/C=C/S(=O)(=O)NCCc2ccccc2)c(CNC(=O)OC(C)(C)C)c1	0%
Cc1ccc(C(=O)N2CCC(N3CC4CC(C3)[C@H]3CCCC(=O)N3C4)CC2)s1 (some centres undefined)	?
Cc1ccc(F)cc1CN1CCC2(CCCO2)CCC1=O (centres undefined)	1%
O=C(NCC#Cc1ccccc1)N1CCCCCCC1	11%
COc1ccc(-c2[nH]nc3ncc(C(=O)NCC(C)C)nc23)c(C)c1	-17%[86.2 µM]
COCCn1ccc2c(C3=CCOCC3)nc(-c3ccc4c(c3)CNC4=O)cc21	11µM*
NC1CCCCN(C(=O)CCc2n[nH]c3c2CCCC3)C1 (centres undefined)	-24%
Cc1ccc(-c2c(NC(=O)C3CC3)nc3ncccn23)cc1	?
Cc1ccccc1NC(=O)Nc1cc2c(cc1Oc1ccccc1)n(C)c(=O)n2C	-3%
Cc1cccc(Cn2cccc2CNC(=O)NC23CC4CC(CC(C4)C2)C3)c1	-13%
COC1CCN(S(=O)(=O)c2cc(C(=O)O)ccc2Cl)CC1	-6%
Cc1cc(C(=O)NC2CCc3nnc(C)n3CC2)c(C)n1Cc1ccco1 (centres undefined)	-4%
O=C(c1ccc2cc[nH]c2c1)N1CCC(N2C(=O)C(OCC3CC3)C23CCOCC3)CC1 (centres undefined)	?
Cc1ccc(C(=O)COC(=O)c2ccccc2-c2ccccc2)cc1C	0%
Cc1ccc(NC(=O)CN2C(=O)NC(c3ccc(Cl)cc3)C3=C2COC3=O)c(Cl)c1 (centres undefined)	-17%
Cc1cccc(N(Cc2ccccc2)C(=O)c2ccc(S(C)(=O)=O)cc2)c1	-16%
CNc1ncnc(Sc2ccc(Cl)cc2)c1[N+](=O)[O-]	31%
NC(=O)[C@@H]1CCCN1C(=O)[C@@H](Cc1cnc[nH]1)NC(=O)[C@@H]1CCC(=O)N1	25%
CNC(=O)[C@@H]1CN(Cc2ccc(Br)o2)C[C@H]1c1nc(COC)no1	11%
Fc1ccc(-c2nnn(Cc3cc(Cl)c4c(c3)OCCCO4)n2)cc1	3%
CN(Cc1ccc(F)cc1)C(=O)c1sccc1-c1ccccc1	-3%
CCOc1ccc2oc(C(=O)N3CCN(Cc4ccccc4)CC3)c(C)c2c1	-25%
CCOc1ccc(CCNC(=O)c2cnc3c(-c4ccc(F)cc4)c(C)nn3c2C)cc1	-16%
COCCNC(=O)c1cc(Sc2ccc(F)cc2F)nc2ccccc12	?
COCCn1cc(CN2CCc3ccccc3C2)ccc1=O	?
COc1ccccc1C(=O)Sc1ccc(Cl)cc1	16%
NC(=O)[C@@H](Cc1c[nH]c2ccccc12)NC(=O)C1=C[C@@H](NS(=O)(=O)c2cccs2)[C@@H](O)[C@H](O)C1	?
COc1cccc(CN2C(=O)N(c3cccc(OC)c3)S(=O)(=O)c3ccccc32)c1	8%
O=C(NCc1ccc(F)cc1)C1CN(c2ccccc2)C(=O)N1 (centres undefined)	-3%[86.2 µM]
COc1ccc(Nc2cnc3ccc(-c4ccc(OC)nc4)nn23)cc1	-21%[86.2 µM]

Printed as active in KDM5B inh, among the entries above:
SMILES	KDM5B inh
COCCn1ccc2c(C3=CCOCC3)nc(-c3ccc4c(c3)CNC4=O)cc21	11µM*

Continued.
SMILES	KDM5B inh
COc1cccc(-c2cn3c(n2)N(C(=O)C2CCCO2)CCC3)c1 (centres undefined)	?
Cc1ccc(NC(=O)C2CCCN(c3ncnc4onc(-c5ccc(F)cc5)c34)C2)c(Cl)c1 (centres undefined)	7%&1%
Cc1cccc(-c2nocc2CCC(=O)O)c1	7%
Cc1cc(C(=O)N2C[C@@H](CO)[C@H](c3ccccn3)C2)ccn1	34%
COc1ccc(N2CC(NC(=O)c3ccc(S(=O)(=O)N4CCCCC4)cc3)CC2=O)cc1OC (centres undefined)	-14%
O=C(c1cccc(Br)c1)C(Cl)C(=O)c1cccc(Br)c1	-15%
Cn1ccnc1C(=O)c1cccc(NC(=O)C(=O)N[C@H](CO)Cc2ccccc2)c1	9%
Cc1ccc2c(n1)N(C)[C@H](CO)CCN(Cc1ccc(C(C)C)cc1)C2	?
CC1Cc2ccccc2N1C(=O)CSc1nc2ccc(NC(=O)COc3ccccc3)cc2s1 (centres undefined)	-12%
O=C(NC1CCCCC1)/C(=C/c1ccco1)c1ccccc1	-23%
Cn1cc([C@@H](NC(=O)CCc2ccc(=O)[nH]n2)C2CC(O)C2)cn1 (some centres undefined)	4%
Cc1cccc(CN2CCCN(c3cccc(C(=O)N4CCN(c5ccccc5)CC4)c3)C2=O)c1	-16%
COc1ccc(C(=O)Nc2ccc(C)c3ncccc23)c(OC)c1	-16%
COc1cccc(C(=O)N[C@H]2[C@H](O)[C@H](O)C[C@@H]2c2ccc(N3CCOCC3)nc2)c1	35µM*
COc1cc(Cl)c(C)cc1Nc1nc2ccccc2nc1NS(=O)(=O)c1ccccc1	?
Cc1ccc(SCC(=O)NC2CC2)cc1	29%
O=C(Cc1ccc2c(c1)OCO2)N[C@H]1[C@@H]2CCO[C@@H]2[C@@H]1C1CCCC1	-15%
CNC(=O)c1noc([C@@H]2CC(F)(F)CN2C(=O)CC2=CCCCC2)n1	-14%
CCOc1cc(/C=C/c2nc3ccc(OC)cc3s2)ccc1O	?
O=C(CSc1ncccn1)NC1CCS(=O)(=O)C1 (centres undefined)	10%
CC1CCN(Cc2c(O)ccc3c(=O)c(Oc4ccccc4Cl)c(C(F)(F)F)oc23)CC1	-5%
CS(=O)(=O)N1CCCC(C(=O)NCCCN2CCCc3ccccc32)CCNC(=O)CC1 (centres undefined)	32µM*
O=C(c1ccco1)N1CCN(C(=O)c2nnn3c2COC(c2ccc(Cl)cc2)C3)CC1 (centres undefined)	-8%
CCCCNC(=O)Cn1c(=O)cc(C)c2c(C)nn(-c3ccc(CC)cc3)c21	-14%
COc1ccc(NCc2cc3cc4c(cc3n(CC(=O)Nc3ccc(C)cc3)c2=O)OCO4)cc1	?

Next section.
SMILES	KDM5B inh
Cc1nn2c(c1-c1ccccc1[S+](C)(=O)[O-])N(C(=O)Cc1ccccc1)CCC2	2%[86.2 µM]
COc1ccccc1N1CCN(C(=O)c2cn(C)c3ccc(S(=O)(=O)N4CCOCC4)cc3c2=O)CC1	-7%[11.5 µM]
Cc1ncsc1C(=O)N1CCCC(CCc2ccc(F)cc2F)C1 (centres undefined)	35%[activator]
COc1cc(/C=N/O)cc(I)c1OCC(=O)Nc1ccc(C)cc1	19%
O=C(Cn1c(=O)oc2ccccc21)N1CCCC(Cc2noc(-c3ccccc3)n2)C1 (centres undefined)	-14%
CS(=O)(=O)N1CCC(F)(c2nc(-c3ccccc3)no2)CC1	48%[activator]
COc1cc(CN(C(=O)c2ccc(Cl)cc2)C2CCS(=O)(=O)C2)cc(OC)c1OC (centres undefined)	-1%
CCc1cccc(C)c1NC(=O)c1cc(C)nc2ccccc12	11%
COc1ccc(S(N)(=O)=O)cc1C(=O)N1CCc2c(nc[nH]c2=O)C1	40%[activator]
Cc1nn(C(=O)CCCC(=O)N2CCC(Cc3nc(C4CCOCC4)no3)CC2)c2ccccc12	-23%

Five entries from above, sorted by SMILES length, largest number first.
SMILES	KDM5B inh
COc1ccccc1N1CCN(C(=O)c2cn(C)c3ccc(S(=O)(=O)N4CCOCC4)cc3c2=O)CC1	-7%[11.5 µM]
COc1cc(CN(C(=O)c2ccc(Cl)cc2)C2CCS(=O)(=O)C2)cc(OC)c1OC (centres undefined)	-1%
O=C(Cn1c(=O)oc2ccccc21)N1CCCC(Cc2noc(-c3ccccc3)n2)C1 (centres undefined)	-14%
COc1cc(/C=N/O)cc(I)c1OCC(=O)Nc1ccc(C)cc1	19%
Cc1ncsc1C(=O)N1CCCC(CCc2ccc(F)cc2F)C1 (centres undefined)	35%[activator]

Reformatted with each value named: entries from further up.
O=C(Cn1c(=O)oc2ccccc21)N1CCCC(Cc2noc(-c3ccccc3)n2)C1 (centres undefined)
  KDM5B inh: -14%
COc1cc(CN(C(=O)c2ccc(Cl)cc2)C2CCS(=O)(=O)C2)cc(OC)c1OC (centres undefined)
  KDM5B inh: -1%
